Screening results from PubChem.
PAFAH1B2 FP inh: PAFAH1B2 enzyme inhibitors, primary screen, biochemical, fluorescence polarization, human; Platelet-activating factor acetylhydrolase IB subunit alpha2 (Homo sapiens), P68402; recombinant PAFAH1B2, FP-rhodamine activity probe; inhibition, % at 3.39 µM; hit rate 1.2% among 340,000; AID 492953, 2010;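 active means inhibition above the mean of all tested compounds plus 3 SD, cut at about 24% in these data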;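 further: 0% = enzyme with DMSO and 100% = wells lacking PAFAH1B2; many of its hits are not listed in these tables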
ZTA DNA inh: ZTA (EBV) inhibition in EBNA-1 counter-screen; P03206; ZTA-DNA binding, fluorescence polarization; inhibition, % at 11 µM; hit rate 0.15% among 320,000; in the data active means inhibition above about 33%
EBNA-1 inh: EBNA-1 DNA-binding inhibitors, primary screen, biochemical, fluorescence polarization; inhibition, % at 14.8 µM; AID 1950, 2009; hit rate 0.34% among 300,000; in the data active means inhibition above about 28%
LYPLA2 counter: LYPLA2 inhibitors, primary screen, counter-screen for PME1 inhibitor project, biochemical, fluorescence polarization, FP-Rh probe ABPP. recombinant LYPLA2. AID 2177, 2009. hit rate 0.38% among 320,000. Acyl-protein thioesterase 2 (Homo sapiens), O95372. inhibition, % at 5.9 µM;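 active means inhibition above the screen-wide mean plus 3 SD, limit set per campaign, cut at about 26% in these data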;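 further: 0% = LYPLA2 with DMSO and 100% = wells lacking LYPLA2 enzyme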
pPAFAH FP inh: pPAFAH enzyme inhibitors, primary screen, biochemical, fluorescence polarization, human; recombinant pPAFAH, FP-rhodamine probe fluorescence polarization; inhibition, % at 3.39 µM; hit rate 1.5% among 330,000;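 active means inhibition above the mean inhibition across the screen plus 3 SD, cut at about 25% in these data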;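 further: inhibitors block binding of the rhodamine activity-based probe so polarization drops; 0% = enzyme with DMSO and 100% = wells lacking pPAFAH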
LYPLA1 counter: LYPLA1 inhibitors, primary screen, counter-screen for PME1 inhibitor project, biochemical, fluorescence polarization, FP-Rh probe ABPP; Acyl-protein thioesterase 1 (Homo sapiens), O75608; recombinant LYPLA1; inhibition, % at 5.9 µM; hit rate 0.16% among 320,000;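 active means inhibition above the mean of all tested compounds plus 3 SD, set per campaign, cut at about 14% in these data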;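 further: inhibitors block serine hydrolase probe labeling of LYPLA1 so polarization falls; 0% = enzyme with DMSO and 100% = wells lacking LYPLA1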
Target sequence (O75608 whole entry, looked up): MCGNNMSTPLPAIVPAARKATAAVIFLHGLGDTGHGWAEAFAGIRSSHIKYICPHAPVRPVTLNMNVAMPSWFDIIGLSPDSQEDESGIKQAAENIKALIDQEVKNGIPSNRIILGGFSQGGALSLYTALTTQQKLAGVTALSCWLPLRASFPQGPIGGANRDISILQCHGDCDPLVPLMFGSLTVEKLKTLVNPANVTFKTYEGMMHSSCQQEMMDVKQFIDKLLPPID
PAFAH2 FP inh: PAFAH2 enzyme inhibitors, primary screen, biochemical, fluorescence polarization, human; inhibition, % at 3.39 µM; recombinant PAFAH2, FP-rhodamine activity probe; hit rate 0.99% among 340,000; Platelet-activating factor acetylhydrolase 2, cytoplasmic (Homo sapiens), Q99487;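 active means inhibition above the mean over all tested compounds plus 3 SD, cut at about 30% in these data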;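 further: inhibitors block probe labeling of enzyme so polarization drops; 0% = enzyme with DMSO and 100% = wells lacking PAFAH2 protein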
PREPL inhibitor: PREPL enzyme inhibitors, primary screen, biochemical, fluorescence polarization | hit rate 0.68% among 320,000 | inhibition, % at 5.96 µM | recombinant PREPL, fluorescence polarization activity-based probe | Prolyl endopeptidase-like (Homo sapiens), Q4J6C6; in the data active means inhibition above about 43%;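 further: 0% = enzyme with DMSO and 100% = wells lacking enzyme; many of its hits are not listed in these tables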
Target sequence (Q4J6C6 whole entry, looked up): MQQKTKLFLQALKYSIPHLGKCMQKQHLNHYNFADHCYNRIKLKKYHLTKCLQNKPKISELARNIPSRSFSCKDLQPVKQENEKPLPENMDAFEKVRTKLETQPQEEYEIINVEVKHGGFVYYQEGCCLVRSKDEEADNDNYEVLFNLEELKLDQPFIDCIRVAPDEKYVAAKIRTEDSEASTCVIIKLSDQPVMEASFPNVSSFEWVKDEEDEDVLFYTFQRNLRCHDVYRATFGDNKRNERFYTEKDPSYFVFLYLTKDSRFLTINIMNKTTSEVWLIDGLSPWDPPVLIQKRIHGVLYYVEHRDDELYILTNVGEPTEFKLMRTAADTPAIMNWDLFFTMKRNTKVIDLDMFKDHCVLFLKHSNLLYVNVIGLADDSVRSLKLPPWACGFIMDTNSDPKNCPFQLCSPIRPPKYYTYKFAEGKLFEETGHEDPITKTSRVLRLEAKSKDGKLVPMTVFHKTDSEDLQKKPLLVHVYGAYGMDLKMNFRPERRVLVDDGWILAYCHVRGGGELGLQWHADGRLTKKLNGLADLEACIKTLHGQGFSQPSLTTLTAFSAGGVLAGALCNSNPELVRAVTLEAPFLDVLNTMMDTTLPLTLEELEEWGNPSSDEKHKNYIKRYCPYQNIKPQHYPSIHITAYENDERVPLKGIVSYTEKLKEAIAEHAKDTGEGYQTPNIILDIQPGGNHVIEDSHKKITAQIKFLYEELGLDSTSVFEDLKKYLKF
PAFAH1B3 FP inh: PAFAH1B3 enzyme inhibitors, primary screen, biochemical, fluorescence polarization, human. recombinant PAFAH1B3, FP-rhodamine probe. Platelet-activating factor acetylhydrolase IB subunit alpha1 (Homo sapiens), Q15102. inhibition, % at 3.39 µM. AID 492972, 2010. hit rate 0.28% among 340,000;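 active means inhibition above the screen-wide average of all tested compounds plus 3 SD, cut at about 25% in these data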;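 further: 0% = enzyme with DMSO only and 100% = wells lacking PAFAH1B3 protein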
* hit, by the source's call; · = no result given. A portion of the library; count on the stated rates, not on these rows.

SMILES	PAFAH1B2 FP inh	ZTA DNA inh	EBNA-1 inh	LYPLA2 counter	pPAFAH FP inh	LYPLA1 counter	PAFAH2 FP inh	PREPL inhibitor	PAFAH1B3 FP inh
CCN(CC(=O)Nc1ccc(OC)cc1)C(=O)c1ccc2c(c1)NC(=O)C(C)S2 (stereo unspecified)	-2	-1	1	0	4	-1	-15	19	3
O=C(c1ccccc1)N(Cc1nc2ccccc2c(=O)[nH]1)C1CCCCC1	5	-6	-3	0	2	-1	-2	-26	-3
COc1ccc(-c2cc(C(=O)Nc3c(C)n(C)n(-c4ccccc4)c3=O)c3ccccc3n2)c(OC)c1	1	-2	7	2	0	0	7	4	-1
CSc1ccc(CCNC(=O)C2CCCN(S(=O)(=O)N3CCOCC3)C2)cc1 (stereo unspecified)	7	-4	-10	4	3	-1	-5	18	3
Cc1ccccc1C(=O)NC1CCN(Cc2nnnn2Cc2ccc(F)cc2)CC1	3	10	5	1	3	-5	15	-1	12
O=C(c1ccc(Cl)c(Cl)c1)N1CCC(=O)N(C(COCc2cccc(Cl)c2)Cc2ccccc2)CC1 (stereo unspecified)	4	-3	3	-3	13	-2	3	8	-7
CC(NC(=O)C(=O)NN=C1CCCCCCC1)c1ccccc1 (stereo unspecified)	13	-3	-18	0	1	0	1	-3	8
CCOC(=O)c1c(C)[nH]c(C(=O)OCc2ccccc2F)c1C	4	6	-8	8	29*	4	5	-7	5
Cc1ccc(C(=O)NNC(=O)c2n[nH]c(=O)c3ccccc23)cc1C	4	-9	·	8	-2	-5	3	7	7
C=CCn1c(NCc2ccccc2)nc2ccccc21	2	8	-1	6	1	-2	-12	3	2
O=C(c1cc(COc2c(F)cccc2F)on1)N1CCC(c2ccccc2Cl)C1 (stereo unspecified)	5	7	-11	0	4	-1	12	-3	3
COc1ccc(/C=C/C(=O)O)cc1S(=O)(=O)NCc1ccccc1	2	-19	-2	8	1	-1	2	14	7
O=C(CCc1ccccc1Cl)N1CCN(S(=O)(=O)c2ccccc2)CC1	6	-9	·	5	0	-1	1	32	5
O=C(Nc1nc2ccccc2s1)c1cc2c(s1)-c1ccccc1OC2	-2	6	18	-12	-8	-3	-11	-5	-2
COc1ccc(O)c(C(=O)CC(=O)c2ccccc2C)c1	3	3	-6	0	3	-4	6	-16	8

Record cards (already shown). Values in the order: PAFAH1B2 FP inh | ZTA DNA inh | EBNA-1 inh | LYPLA2 counter | pPAFAH FP inh | LYPLA1 counter | PAFAH2 FP inh | PREPL inhibitor | PAFAH1B3 FP inh
O=C(Nc1nc2ccccc2s1)c1cc2c(s1)-c1ccccc1OC2 as listed: -2 | 6 | 18 | -12 | -8 | -3 | -11 | -5 | -2
O=C(c1ccc(Cl)c(Cl)c1)N1CCC(=O)N(C(COCc2cccc(Cl)c2)Cc2ccccc2)CC1 (stereo unspecified) as listed: 4 | -3 | 3 | -3 | 13 | -2 | 3 | 8 | -7
COc1ccc(O)c(C(=O)CC(=O)c2ccccc2C)c1 as listed: 3 | 3 | -6 | 0 | 3 | -4 | 6 | -16 | 8
CCOC(=O)c1c(C)[nH]c(C(=O)OCc2ccccc2F)c1C as listed: 4 | 6 | -8 | 8 | 29* | 4 | 5 | -7 | 5

More compounds.
SMILES	PAFAH1B2 FP inh	ZTA DNA inh	EBNA-1 inh	LYPLA2 counter	pPAFAH FP inh	LYPLA1 counter	PAFAH2 FP inh	PREPL inhibitor	PAFAH1B3 FP inh
COc1ccc(OC)c(-c2cc(C(=O)NC3CCCC3)c3ccccc3n2)c1	5	12	-9	2	3	0	5	1	13
Cc1cc(C)c2c(CN3CCCCC3C)cc(=O)oc2c1 (stereo unspecified)	-3	1	2	-4	3	-1	0	-8	9
CCN(CC)C(=O)N1CCN(S(=O)(=O)c2ccccc2)CC1	2	7	4	-5	3	-4	-5	0	-3
O=C(c1ccc(-n2cncn2)c([N+](=O)[O-])c1)N1CCN(c2cccc(Cl)c2)CC1	5	6	6	7	4	5	6	25	1
O=C1/C(=C/c2cccc(F)c2)CSc2sccc21	6	-11	-1	17	6	4	-2	4	-6
C#CCn1c(=NC(=O)c2ccc(Br)s2)sc2cccc(OC)c21	-4	11	5	-11	-2	-6	-9	-19	-9
Cc1cc(C)c(C)c(S(=O)(=O)Nc2ccc(O)cc2)c1C	6	-1	-7	-1	-3	-3	3	-15	6
O=C1CCC(C(=O)Nc2cccc(Br)c2)N1 (stereo unspecified)	0	-1	-9	1	5	6	-2	-8	8
COc1cccc(NC(=O)C2CCCN2S(=O)(=O)c2ccc3c(c2)C(C)(C)C(=O)N3C)c1 (stereo unspecified)	2	8	-3	-2	3	0	-5	-3	3
CC(C)(C)NC(=O)C(c1ccccc1F)N(Cc1ccco1)C(=O)c1csnn1 (stereo unspecified)	0	-5	-8	-5	-3	-5	-6	-3	-5
CC(=O)Nc1ccc(S(=O)(=O)N2CCN(C(=O)c3ncoc3-c3cccc(F)c3)CC2)cc1	2	-2	-13	5	0	-1	-5	16	-1
CC(=O)Nc1ccc(Nc2ncc([N+](=O)[O-])c(Nc3ccc(NC(C)=O)cc3)n2)cc1	2	8	3	11	8	0	10	18	-3
CCOC(=O)C1(CCOc2ccccc2)CCN(Cc2ccc(COC)o2)CC1	-3	-8	4	-1	2	-1	3	-14	-1
CCn1c2ccccc2c2cc(NC(=O)COc3ccccc3OC)ccc21	10	1	-5	1	18	-4	0	8	8
COC1CCN(C(=O)C2CCC(=O)N(C3CCCCCC3)C2)CC1 (stereo unspecified)	2	-2	2	0	0	1	-4	0	4
CCC1CCCCN1C(=O)NC(=O)c1ccccc1 (stereo unspecified)	6	-18	-2	9	-2	-2	0	13	5
Cc1ccc(C)n1NC(=O)c1ccc([N+](=O)[O-])cc1	5	-1	-22	4	1	1	3	-3	5
CN=C(Nc1ccc(Cl)cc1)c1cccc(C(F)(F)F)c1	-1	14	2	-2	1	0	-10	7	-1
CCN(CC)C(=S)Nc1ccc(OC)cc1	-2	13	0	-3	-4	-4	-4	6	1
O=c1c2cc3c(cc2[nH]c(=S)n1CCN1CCOCC1)OCO3	4	2	-2	-5	-1	-2	-1	6	-3
CCN(CC)C(=O)Cn1c(=O)n(-c2ccccc2)c(=O)n1CC(=O)N(CC)CC	6	3	5	-1	0	2	-2	0	6
COc1ccc(C(C(=O)NC2CCCC2)N(Cc2cccnc2)C(=O)Cc2cccs2)c(OC)c1 (stereo unspecified)	2	7	-6	4	10	1	-3	2	3
COCc1ccc(CN2CCCC(CO)(Cc3cccc(OC)c3)C2)o1 (stereo unspecified)	5	7	6	-5	4	-3	-9	7	4
COc1ccc(C(=O)Nc2ccc(NC(=O)C(C)C)nc2)cc1	6	9	-1	0	4	0	4	-1	7
Cc1ccc(C)c(-n2c(SCC(=O)N3CCCC3)nnc2-c2ccccn2)c1	3	-2	4	0	6	-1	-3	4	5
COc1ccc(CC(=O)NNC(=O)COc2ccc(C)cc2)cc1S(=O)(=O)N1CCOCC1	1	-6	-11	9	0	2	2	-6	3
Cc1cc(C)cc(OCC(=O)N/N=C/c2ccncc2)c1	7	12	7	2	4	-1	-10	1	0
CN(C)S(=O)(=O)c1ccc(-c2csc(N/N=C/c3ccc(O)cc3)n2)cc1	2	-4	23	12	3	-9	-2	16	17
Cc1ccc(Nc2nc(NCCCN3CCOCC3)nc(N)c2[N+](=O)[O-])cc1C	4	-9	-5	-5	12	-5	7	8	9
CC(=O)Nc1ccc(NC(=O)C(C)OC(=O)CCc2c[nH]c3ccccc23)cc1 (stereo unspecified)	0	-12	-7	-2	4	0	0	8	2

Results in LYPLA1 counter (seven entries from above):
compound,LYPLA1 counter
COc1ccc(C(=O)Nc2ccc(NC(=O)C(C)C)nc2)cc1,0
CN=C(Nc1ccc(Cl)cc1)c1cccc(C(F)(F)F)c1,0
COc1ccc(CC(=O)NNC(=O)COc2ccc(C)cc2)cc1S(=O)(=O)N1CCOCC1,2
CCN(CC)C(=O)Cn1c(=O)n(-c2ccccc2)c(=O)n1CC(=O)N(CC)CC,2
CN(C)S(=O)(=O)c1ccc(-c2csc(N/N=C/c3ccc(O)cc3)n2)cc1,-9
CC(=O)Nc1ccc(NC(=O)C(C)OC(=O)CCc2c[nH]c3ccccc23)cc1 (stereo unspecified),0
O=c1c2cc3c(cc2[nH]c(=S)n1CCN1CCOCC1)OCO3,-2

The results go on.
SMILES	PAFAH1B2 FP inh	ZTA DNA inh	EBNA-1 inh	LYPLA2 counter	pPAFAH FP inh	LYPLA1 counter	PAFAH2 FP inh	PREPL inhibitor	PAFAH1B3 FP inh
CN1CCN(c2nc3cc(C(F)(F)F)ccc3n3cccc23)CC1	0	-7	4	2	9	3	17	20	5
COC(=O)c1ccccc1NC(=O)CNCCc1ccc(OC)c(OC)c1	5	-2	5	-3	-6	-4	-3	-11	4
CCCOc1ccc(N2C(=O)CC(N(CCOC34CC5CC(CC(C5)C3)C4)C(C)=O)C2=O)cc1 (stereo unspecified)	3	-8	-11	4	4	2	-2	11	1
O=C(NNC(=O)c1ccccc1F)c1cccc(Cl)c1	0	-7	-2	4	-3	3	-1	-2	3
COc1ccccc1CN1C2CCCC1CC(NC(=O)/C=C/c1ccccc1)C2 (stereo unspecified)	·	4	-7	-3	0	-1	·	-26	·
COc1cccc(NC(=O)c2cnc(SC)nc2)c1	7	14	0	10	1	2	2	0	3
CCN(CC)CCCNC(=O)CNC(=O)c1nn(-c2ccc(OC)c(OC)c2)c(=O)c2ccccc12	5	-4	-10	5	-2	3	-11	1	10
CCN(C(=O)CSc1nnc(-c2ccncc2)o1)c1ccccc1	-4	4	1	2	3	4	6	-2	0
Cc1cccn2cc(-c3ccc(F)cc3)nc12	5	-8	-5	2	-1	1	0	4	5
CC(C)CNS(=O)(=O)c1ccc(CCC(=O)Nc2ccc3c(c2)OCCO3)cc1	6	7	-4	2	9	1	1	0	6
Cc1ccccc1CN1CCN(Cc2cc3ccccc3o2)CC1CCO (stereo unspecified)	0	25	4	-3	1	1	-1	4	5
CSS(=O)(=O)c1cccc2cccnc12	·	12	3	-1	-4	0	·	0	·
COc1ccccc1NS(=O)(=O)c1cc([N+](=O)[O-])ccc1N/N=C/c1c(C)[nH]c2ccccc12	-3	-1	2	-1	5	-8	-11	2	6
